# Rac1 wt GTP bind – modulators of human Rac1 wildtype GTP binding; GST-Rac1 beads, fluorescent GTP binding, flow cytometry; actives lie on both sides; 0 = cold GTP competed, 100 = untreated; actives 0.27% (n = 190,000); GTP binding activity (% of control), % at 10 µM;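 active = GTP binding activity at least 20 points away from the 100% control level, either lower or higher; inconclusive = compound flagged as likely green fluorescent, judged across all proteins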
# Rac1 mut GTP – human Rac1 activated mutant GTP binding change; P63000; AID 764; actives 0.11% (n = 190,000); GST-Rac1 activated beads, fluorescent GTP binding, flow cytometry; actives lie on both sides; 100% means binding = to untreated wells; percent activity (GTP binding), % at 10 µM;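 active = GTP binding at least 20 percentage points away from the 100% baseline, in either direction, so actives lie on both sides; inconclusive = Compound likely fluorescent itself, or too few beads counted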
# HRas wt GTP bind – changes GTP binding to wildtype human HRas; GST-Ras wt beads, Bodipy-FL-GTP binding, flow cytometry; actives lie on both sides; P01112; GTP binding activity, % at 10 µM; actives 0.14% (n = 190,000); AID 759;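 active = GTP binding activity at least 20% away from the 100% baseline, either lowered as inhibitor or raised as activator; inconclusive = flagged as likely green fluorescent, judged across all proteins in the well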;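 note: 0% = unlabeled GTP competition control and 100% = no-compound control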
# Target sequence (P01112 whole entry, looked up): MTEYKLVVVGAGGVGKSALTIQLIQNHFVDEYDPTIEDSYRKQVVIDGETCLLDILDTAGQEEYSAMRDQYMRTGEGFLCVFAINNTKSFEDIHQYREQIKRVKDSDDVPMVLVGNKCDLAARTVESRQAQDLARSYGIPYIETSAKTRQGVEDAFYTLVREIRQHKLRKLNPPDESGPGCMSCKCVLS
# GSH bead fluor – GSH bead compound fluorescence profile; actives 0.25% (n = 190,000); GSH beads flow cytometry, compound fluorescence 488/530 nm; active compounds read high; AID 1776; fluorescence (KMESF) at 10 µM; in the data active = fluorescence above about 89;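 note: glutathione beads carrying GST-tagged Bcl family fusion proteins plus one bare bead set; values are compound well signal with DMSO vehicle wells as background; inactives centre near 16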
# Rab2A wt mod – changes GTP binding to wildtype dog Rab2A, up or down; P61105; GST-Rab2 wt beads, Bodipy-GTP binding, flow cytometry; GTP binding activity, % at 10 µM; actives 0.19% (n = 190,000); AID 760;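 active = GTP binding activity at least 20 points away from 100%, either lowered or raised; inconclusive = signal likely due to the compound's own green fluorescence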;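 note: 0% = beads with excess unlabeled GTP and 100% = no-compound control corrected for plate trend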
# ABCG2 inh – human ABCG2 inhibition, ABCB1 as counter-screen; Q9UNQ0; IgMXP3 cells, JC-1 efflux, flow cytometry; inhibition, % at 6.6 µM; actives 0.1% (n = 190,000);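 active = inhibition above 80%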;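 note: 0% = DMSO and 100% = nicardipine control wells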
#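 Read-out basis: Efflux inhibition in percent versus controls | Test system: ABCG2 IgMXP3 and barcoded ABCB1 CCRF-Adr cell mix | Quantity: 3 million cells/mL in well | Schedule: 10 min at 25 °C | Control set: Nicardipine as high control, DMSO as low control | Reagent: JC-1 as fluorescent efflux pump substrate | Signal: Flow cytometry of retained JC-1 fluorescence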
# ABCB1 block – inhibitors of human ABCB1 transporter, ABCG2 counter-screen. CCRF-Adr cells, JC-1 efflux, flow cytometry. inhibition, % at 6.6 µM. actives 0.067% (n = 190,000); in the data active = inhibition above about 40%;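 note: 0% = vehicle and 100% = reference inhibitor; higher value means more JC-1 retained so stronger ABCB1 efflux block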
# Cdc42 wt GTP – modulators (inhibitors or activators) of GTP binding to human Cdc42 wildtype | AID 761 | percent activity (GTP binding), % at 10 µM | actives 0.2% (n = 190,000) | P60953 | GST-Cdc42 beads, Bodipy-GTP binding, flow cytometry; actives lie on both sides;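 active = percent activity GTP binding at least 20 points away from the 100% baseline, either down as inhibitor or up as activator; inconclusive = compound flagged as likely green fluorescent from well-wide comparison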;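 note: median bead fluorescence of bound Bodipy-FL-GTP at 100 nM; 0% = excess unlabeled GTP control and 100% = no compound control; below 100% means less GTP binding so inhibitor and above means activator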
# Target sequence (P60953 whole entry, looked up): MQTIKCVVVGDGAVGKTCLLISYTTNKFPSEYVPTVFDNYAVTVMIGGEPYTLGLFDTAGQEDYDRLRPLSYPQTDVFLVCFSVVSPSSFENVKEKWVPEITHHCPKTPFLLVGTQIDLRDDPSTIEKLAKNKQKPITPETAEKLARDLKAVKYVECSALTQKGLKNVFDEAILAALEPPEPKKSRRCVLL
# Rab7 wt modul – alters GTP binding to wildtype dog Rab7 | GST-Rab7 beads, fluorescent GTP binding, flow cytometry; actives lie on both sides; untreated = 100%, excess cold GTP = 0% | GTP binding activity (percent of control), % at 10 µM | actives 0.055% (n = 190,000) | AID 758;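 active = fluorescent GTP binding to Rab7 beads changed by at least 20 points from the 100% baseline, either direction, mostly lower; inconclusive = compound itself probably fluorescent, or too few beads counted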;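 note: median green fluorescence of bound Bodipy-FL-GTP per Rab7 bead population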
# Avidin fluor – compound fluoresces at 488/530 nm on avidin beads; compound fluorescence 488/530 nm, flow cytometry; active compounds read high; fluorescence (KMESF) at 10 µM; actives 0.38% (n = 220,000); AID 1775; in the data active = fluorescence above about 47; note: inactives centre near 10
# Pf gamet viab – inhibitors of late stage P. falciparum gametocyte viability; P. falciparum stage V gametocytes, ATP luminescence, 24 h; inhibition, % at 10.9 µM; actives 0.065% (n = 150,000);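 active = inhibition above the mean plus 3 SD of compounds within the control limits, set per campaign, cut at about 38% in these data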;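 note: 0% = DMSO wells and 100% = medium only without gametocytes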
# Numbers without * were called inactive; ? = inconclusive; / = no result given. Random draw from the library; 1.1% or so of the library scored in one or more.
SMILES,Rac1 wt GTP bind,Rac1 mut GTP,HRas wt GTP bind,GSH bead fluor,Rab2A wt mod,ABCG2 inh,ABCB1 block,Cdc42 wt GTP,Rab7 wt modul,Avidin fluor,Pf gamet viab
COc1ccc(Nc2nc(-c3cccc([N+](=O)[O-])c3)nc3ccccc23)c(OC)c1,98,97,97,18,96,3,0.7,98,97,9,-19
COc1cc(OC)cc(C(=O)N/N=C/c2ccc(OC)c(COc3ccc4ccccc4c3)c2)c1,116,105,107,13,102,-3,-1.0,109,103,13,/
O=C1NC(=O)C2(COC3(CCCC3)OC2)S1,99,97,100,60,98,0,0.0,100,99,7,/
CCCC(=O)Nc1ccc(N2CCCCC2)cc1,98,98,100,24,101,-3,-2.9,99,100,12,-7
O=C(CSc1n[nH]c(=O)[nH]c1=O)N/N=C/c1ccccc1,?,?,?,215*,?,4,1.7,?,?,10,/
CCn1c(SCC(=O)c2ccc(Cl)s2)nnc1-c1cccs1,110,100,104,17,106,3,0.5,105,107,12,6
O=C(Nc1cccn(Cc2c(Cl)cccc2Cl)c1=O)c1c(Cl)cccc1Cl,?,?,?,21,?,1,0.5,?,?,15,-6
COc1ccc(CN(C(=O)c2ccccc2OC)C2CCS(=O)(=O)C2)cc1 (stereo not drawn),97,97,97,11,94,3,0.4,95,95,36,5
CCN1CCS/C1=C/C=C/C1=[N+](CC)CCS1,107,101,101,4,101,1,0.1,104,97,2,/
O=C1c2ccccc2C(=O)N1OCc1ccccc1[N+](=O)[O-],101,97,99,15,95,2,0.1,93,102,5,2
Cc1ccc2nc(-c3ccc(N4C(=NC(=O)CCC(=O)O)SC5CS(=O)(=O)CC54)cc3)sc2c1 (stereo not drawn),97,93,96,11,95,0,-0.8,100,101,22,/
Cc1onc(-c2ccccc2Cl)c1C(=O)NC(=S)Nc1ccccc1F,94,94,93,11,95,2,0.8,92,91,11,0
COc1ccc2cc(C(c3nnnn3CCc3ccccc3)N3CCCC(C)C3)c(=O)[nH]c2c1 (stereo not drawn),100,97,97,37,97,2,1.3,98,97,4,/
O=C(Cc1cccs1)Nc1cccc(-c2nc3ccccc3o2)c1,102,96,98,13,101,33,-0.3,97,102,5,/
O=C1c2ccccc2NC(c2cccnc2)N1c1ccccc1F (stereo not drawn),104,103,104,9,99,2,1.2,103,98,3,/
COc1ccc(CNC(=O)c2cnc3cc(C)ccn3c2=O)cc1,102,99,99,27,100,5,0.4,101,100,8,/
COc1cccc(OC)c1C(=O)Nc1nnc(C(C)C)s1,100,97,97,34,97,14,3.2,99,98,9,/
O=C(CCCn1c(=S)[nH]c2cc3c(cc2c1=O)OCO3)N1CCN(c2ccccn2)CC1,100,96,99,33,98,6,0.4,99,101,9,-1
COC(=O)c1cccc(S(=O)(=O)N2CCCCC2)c1,102,100,102,30,104,3,-0.2,99,102,9,-24
Cc1cccc(C)c1NC(=S)N1CCC(N(C)CC2CCCO2)CC1 (stereo not drawn),104,99,102,15,104,0,0.0,107,101,/,/
Cc1cc(O)c(NC(=S)NC(=O)c2ccc(-c3ccc(Cl)cc3)o2)cc1C,86,87,93,26,92,-2,-0.7,90,95,12,1
CCOc1ccc(C(c2c(NC(=O)c3ccccc3)sc(C)c2C)N2CCN(C)CC2)cc1 (stereo not drawn),102,99,100,23,100,2,3.2,102,99,14,7
Cc1ccccc1NC(=O)c1cccc2nccnc12,98,97,101,13,99,1,0.1,101,101,42,7
CC(C)CCNC(=O)C(Cc1ccccc1)NS(=O)(=O)c1ccc2c(c1)c(=O)n(C)c(=O)n2C (stereo not drawn),100,97,98,21,96,4,0.9,97,97,8,/
COc1cc(/C=C(/Sc2nnc(-c3ccc(F)cc3)o2)C(=O)O)ccc1OC(F)F,95,92,93,13,92,0,-0.3,88,98,19,0

# An excerpt from above in order of their number in Rac1 wt GTP bind, rising:
canonical_smiles	Rac1 wt GTP bind	Rac1 mut GTP	HRas wt GTP bind	GSH bead fluor	Rab2A wt mod	Cdc42 wt GTP	Rab7 wt modul	Avidin fluor
O=C(CCCn1c(=S)[nH]c2cc3c(cc2c1=O)OCO3)N1CCN(c2ccccn2)CC1	100	96	99	33	98	99	101	9
O=C1c2ccccc2C(=O)N1OCc1ccccc1[N+](=O)[O-]	101	97	99	15	95	93	102	5
CCN1CCS/C1=C/C=C/C1=[N+](CC)CCS1	107	101	101	4	101	104	97	2
CCn1c(SCC(=O)c2ccc(Cl)s2)nnc1-c1cccs1	110	100	104	17	106	105	107	12

# The listing picks up; the 5 compounds before the break are reprinted first.
SMILES,Rac1 wt GTP bind,Rac1 mut GTP,HRas wt GTP bind,GSH bead fluor,Rab2A wt mod,ABCG2 inh,ABCB1 block,Cdc42 wt GTP,Rab7 wt modul,Avidin fluor,Pf gamet viab
Cc1cc(O)c(NC(=S)NC(=O)c2ccc(-c3ccc(Cl)cc3)o2)cc1C,86,87,93,26,92,-2,-0.7,90,95,12,1
CCOc1ccc(C(c2c(NC(=O)c3ccccc3)sc(C)c2C)N2CCN(C)CC2)cc1 (stereo not drawn),102,99,100,23,100,2,3.2,102,99,14,7
Cc1ccccc1NC(=O)c1cccc2nccnc12,98,97,101,13,99,1,0.1,101,101,42,7
CC(C)CCNC(=O)C(Cc1ccccc1)NS(=O)(=O)c1ccc2c(c1)c(=O)n(C)c(=O)n2C (stereo not drawn),100,97,98,21,96,4,0.9,97,97,8,/
COc1cc(/C=C(/Sc2nnc(-c3ccc(F)cc3)o2)C(=O)O)ccc1OC(F)F,95,92,93,13,92,0,-0.3,88,98,19,0
COc1ccccc1NC(=O)NC1(C(=O)N2CCC(O)CC2)CCCCC1,101,100,99,22,98,1,0.8,102,97,17,8
O=C1SCC(c2ccc(Cl)cc2Cl)=NN1Cc1nnc(-c2ccccc2)o1,98,97,95,5,93,0,-0.1,94,91,12,4
CCc1ccc(C(=O)Nc2ccc(OC)c(S(=O)(=O)N3CCOCC3)c2)cc1,99,96,98,11,97,-1,-0.3,92,102,11,0
Cc1ccc(S(=O)(=O)NCC(=O)N(CC(=O)NCC2CCCO2)Cc2ccccc2)cc1 (stereo not drawn),99,99,99,48,99,3,0.6,100,98,31,-20
Cc1[nH]n(-c2ccccc2)c(=O)c1N=Nc1cccc(S(=O)(=O)N2CCOCC2)c1,104,98,98,12,97,10,1.8,103,98,8,-19
O=C(/C=C/c1ccc(Cl)cc1Cl)N(Cc1ccc(Cl)cc1)C1CCS(=O)(=O)C1 (stereo not drawn),101,99,101,5,98,8,1.4,98,98,7,21
O=C(CCN1C(=O)/C(=C/c2cccs2)SC1=S)NC1=NCCS1,103,99,98,10,98,21,-1.3,102,100,19,5
O=C(NNc1ncnc2c1cnn2-c1ccc(F)cc1)c1cccs1,100,97,101,10,101,5,1.4,97,106,20,15
COC(=O)C1=C(C)N(CC2CC2)C(=O)N[C@H]1c1ccc(Br)cc1,103,96,101,19,97,-3,0.0,98,100,12,18
Cn1c(/C(C#N)=C(\O)c2ccc([N+](=O)[O-])cc2)nc2ccccc21,101,100,101,10,104,5,1.0,102,105,23,9
COc1ccc(C(=O)/C=C/c2ccccc2)c(O)c1,94,93,94,14,96,6,0.1,94,103,10,/
CCOC(=O)/C(C#N)=C\N(C)C,101,97,100,53,99,2,0.1,97,101,19,13
O=C(CCCOc1ccccc1)Nc1cccc([N+](=O)[O-])c1,103,97,98,15,96,57,0.2,98,102,7,-12
CC(OC(=O)c1ccc(S(=O)(=O)N(C)C)cc1)C(=O)Nc1ccc(Cl)cn1 (stereo not drawn),98,97,94,11,95,1,0.2,95,94,10,-2
OCCOCCNc1ncnc2c1cnn2-c1ccccc1,106,99,99,10,100,8,0.8,102,103,27,-5
O=C(CSc1nnc(CNc2ccc(F)cc2)o1)N1c2ccccc2Sc2ccccc21,98,99,97,16,96,3,1.6,97,97,35,-19
O=c1[nH]cc(F)c(=O)[nH]1,98,100,100,19,98,0,0.0,98,97,7,/
CC1(C)Cc2c(sc3nc(SCC(=O)NCc4ccccc4)n(-c4ccccc4)c(=O)c23)CS1,100,98,101,15,101,2,1.2,101,100,10,/
CCCn1c(=O)c2ccccc2n2c(SCc3c(C(=O)OCC)oc4ccccc34)nnc12,97,96,98,9,95,5,3.1,100,94,/,/
C=CCN1C(=O)C(CC(=O)Nc2ccccc2)SC1=Nc1c(C)n(C)n(-c2ccccc2)c1=O (stereo not drawn),103,99,102,25,102,0,0.1,104,103,7,/
CCC(=O)Nc1nnc(CCc2ccccc2)s1,105,101,102,27,99,2,0.4,104,98,7,/
CSc1nc(Oc2ccccc2)c2sccc2n1,89,92,96,27,95,2,0.0,93,95,15,/
O=C(O)Cn1cc(C(=O)C(F)(F)F)c2ccccc21,95,97,95,11,96,2,0.4,97,96,12,19
CC(C)(C)SCCNS(=O)(=O)c1ccccc1,99,95,101,66,99,7,1.9,98,102,4,-16
Cc1cc(NC(=O)c2sccc2C)n(-c2nc3ccccc3[nH]2)n1,?,?,?,7,?,-5,-1.5,?,?,10,3
COc1ccc2nc(NCc3ccccc3)[nH]c2c1,93,94,95,31,95,5,0.4,98,95,11,12
COc1ccc(CC(NC(C)=O)C(=O)NC2CCN(C(=O)NCc3ccccc3)CC2)cc1 (stereo not drawn),107,100,102,11,99,3,0.6,103,99,13,/
CC1Cc2ccccc2N1C(=O)CSc1nccc(=O)[nH]1 (stereo not drawn),93,92,93,12,94,1,-0.3,96,90,23,-1

# Bioassay records deposited in PubChem BioAssay by several laboratories.
